Compound activity as filed in PubChem.
All columns: NCI-60 one-dose screen, growth in % after 48 h at 10 µM unless noted; 100 = growth as untreated, 0 = no growth, -100 = all killed.
HOP-92: HOP-92 NSCLC cells | 71,000 compounds, 6.3% hits | AID 1794738
HOP-62: HOP-62 NSCLC. 80,000 compounds, 3.9% hits. AID 1794735
EKVX: EKVX NSCLC; 71,000 compounds, 3% hits; AID 1794765
A549/ATCC: A549/ATCC NSCLC | 81,000 compounds, 3.7% hits | AID 1794740
SK-MEL-5: SK-MEL-5 melanoma; 80,000 compounds, 6.4% hits; AID 1794755
CCRF-CEM: CCRF-CEM leukemia. 77,000 compounds, 7% hits. AID 1794778
LOX IMVI: LOX IMVI melanoma; AID 1794757; 79,000 compounds, 7.4% hits
M14: M14 melanoma | 80,000 compounds, 6.2% hits | AID 1794745
* = called active by the depositor; . = no result given; & = joins results of further samples. How the source made its calls: active means growth percent below 10; inactive means the rest.

| Structure | HOP-92 | HOP-62 | EKVX | A549/ATCC | SK-MEL-5 | CCRF-CEM | LOX IMVI | M14 |
| --- | --- | --- | --- | --- | --- | --- | --- | --- |
| O=C(O)c1cn(C2CC2)c2cc(N3CCN(C(=O)CN4C(=O)S/C(=C/c5ccc(F)cc5)C4=O)CC3)c(F)cc2c1=O | 100 | 104 | 93 | 110 | 100 | 98 | 102 | 100 |
| O=S(=O)(O)c1ccc(N/N=C\c2ccc(Cl)cc2Cl)cc1 | 86 | 89 | 89 | 98 | 101 | 109 | 99 | 114 |
| O=c1c2sc3ncccc3c2n2nnc(-c3ccccc3)c2n1CCCCl | 78 | 127 | 111 | 95 | 99 | 82 | 94 | 100 |
| c1ccc(Cc2ccccc2)cc1 | 59 | 101 | 102 | 40 | 116 | 104 | 100 | 112 |
| CCN1C(=O)N(CC)C2NC(N/N=C/c3ccc([N+](=O)[O-])cc3)=NC21 (stereo not drawn) | 55 | 86 | 91 | 98 | 97 | 102 | 98 | 97 |
| C[N+](C)(CC(=O)O)c1ccccc1 | 106 | 85 | 98 | 101 | 108 | 112 | 93 | 104 |
| CCCCCCCCCCCCCCCC[N+](C)(C)CCCNS(=O)(=O)c1ccccc1 | 47 | 71 | 70 | 47 | 95 | 24 | 65 | . |
| O=C(O)CCCCC(=O)Nc1cccc(Cn2nnc3cc(Cl)c(Cl)cc32)c1 | 99 | 93 | 98 | 103 | 104 | 98 | 99 | 111 |
| COc1ccc2c(c1)OCCN1C(=O)Nc3ccccc3C21 (stereo not drawn) | 96 | 88 | 96 | 96 | 103 | 106 | 102 | 104 |
| CC(C)CCn1cnc2c(=O)[nH]c(N)nc21 | 101 | 83 | 99 | 86 | 101 | 100 | 98 | 95 |
| CC1=NN(c2ccc(Cl)cc2)C(=O)C1 | 84 | 92 | 98 | 102 | 98 | 106 | 88 | 92 |
| COC(=O)[C@H](Cc1ccc(O)cc1)n1cc(COc2nc(Cl)nc(N3CCOCC3)n2)nn1 | 120 | 111 | 104 | 96 | 105 | 107 | 91 | 100 |
| O=C(Cn1cc(CSc2nc3ccccc3o2)nn1)Nc1ccccc1F | 109 | 94 | 112 | 98 | 104 | 102 | 105 | 101 |
| COc1ccc(N2C(=O)/C(=C/C(Cl)=C/c3ccc([N+](=O)[O-])cc3)SC2=S)cc1 | -34* | -9.7* | -3.0* | -0.3* | 29 | 0.2* | -86* | 12 |
| COc1ccc(Cn2cc3c(c2)-c2oncc2CC3)cc1 | 70 | 59 | 66 | 52 | 50 | 35 | 59 | 29 |
| Cc1ccc(-n2c(-c3cc4ccccc4nc3Cl)noc2=O)cc1 | 71 | 65 | 47 | 86 | 66 | 85 | 85 | 73 |
| OC(c1ccccc1)c1nc2ccccc2[nH]1 (stereo not drawn) | 125&109 | 104&95 | 107&115 | 100&103 | 94&114 | 111 | 102&98 | 108&98 |
| CC1(C)CC[C@]2(C(=O)Nc3ccc(Br)cc3)CC[C@]3(C)C(=CCC4[C@@]5(C)C[C@@H](O)[C@H](O)[C@@](C)(CO)C5CC[C@]43C)C2C1 (stereo partly drawn) | -53* | 5.6* | 16 | 17 | -94* | -20* | -87* | 32 |
| CC(C)(C)Nc1nc2c(OCCc3ccccc3)cccn2c1-c1ccccc1Cl | -75* | -22* | 6.5* | 12 | -92* | 1.2* | -96* | 0.2* |
| COc1cc2c(cc1OC)CC(C)N=C2 (stereo not drawn) | 75 | 101 | 96 | 94 | 111 | 96 | 96 | 96 |
| Nc1nc(Nc2ccc(F)c(Cl)c2)c2c(n1)-c1ccoc1CC2 | 89 | 99 | 76 | 85 | 72 | 91 | 99 | 91 |
| COc1ccc(NC(=O)Nc2ccc(OCC(=O)c3ccccc3)cc2)cc1 | 99 | 99 | 90 | 82 | 92 | 85 | 59 | 93 |
| O=[N+]([O-])c1ccc(N2c3ccncc3Sc3ccncc32)cc1 | 80 | 104 | 89 | 110 | 112 | 101 | 82 | 106 |
| O=C1C(CO)C(CO)C(CO)C1CO (stereo not drawn) | 108 | 112 | 106 | 94 | 101 | 100 | 102 | 119 |
| O=C(Nc1ncc(Cc2cccc(Cl)c2)s1)C1=NCCCN1 | 95 | 98 | 100 | 100 | 101 | 95 | 97 | 95 |
| O=C(CCc1ccccc1)c1ccccc1 | 47 | 95 | 116 | 107 | 110 | 72 | 105 | 103 |
| COC(=O)C1(C(=O)OC)C2C(=O)C3C(C21)C3(C(=O)OC(C)(C)C)C(=O)OC(C)(C)C (stereo not drawn) | 98 | 100 | . | 109 | 100 | 102 | 103 | 104 |
| CNc1ccc(Cl)cc1-c1n[nH]c(=O)[nH]c1=O | . | 99 | . | 107 | . | 51 | 92 | 104 |
| COC(=O)CC1CSC(=S)N1c1ccc(F)cc1 (stereo not drawn) | 88 | 99 | 91 | 98 | 100 | 95 | 100 | 99 |
| COc1cc(CN(c2ccc(C)cc2)C2OC(=O)c3ccccc32)cc(OC)c1OC (stereo not drawn) | . | 25 | 72 | 31 | 20 | 12 | 43 | -10* |
| COc1ccccc1NC(=O)/C(C=NC(=S)C(N)=S)=C(\C)O | 79 | 93 | 98 | 90 | 93 | 100 | 100 | 104 |
| Nc1ccccc1SC(CC(=O)c1ccccc1)c1ccc([N+](=O)[O-])cc1 (stereo not drawn) | 71 | 102&106 | 97 | 82&94 | 105 | 52&69 | 46&42 | 86&108 |
| O=[N+]([O-])c1cccc(N=C(Nc2cccc([N+](=O)[O-])c2)c2ccccc2)c1 | 47 | 90 | 81 | 80 | 71 | 65 | 97 | 86 |
| NS(=O)(=O)c1ccc(C(=O)N2N=C(c3ccc(F)cc3)CC2c2ccccc2)cc1 (stereo not drawn) | 78 | 88 | 95 | 99 | 99 | 98 | 102 | 97 |
| CC(C(=O)O)N(CCC#N)CCC#N (stereo not drawn) | 114 | 104 | . | 99 | 102 | 106 | 109 | 102 |
| CCN(CC)CCSc1ccccc1 | . | 109 | . | 105 | 101 | 100 | 97 | 104 |
| CCn1cc(-c2ccnc(NCCNS(=O)(=O)c3ccc(Cl)cc3)c2)c(-c2cccc(OC)c2)n1 | 61 | 98 | 86 | 89 | 81 | 78 | 98 | 103 |
| Nc1cc(Cl)c(S(=O)(=O)O)cc1Cl | 101&76 | 85&91 | 99&83 | 107&107 | 118&98 | 105&108 | 102&100 | 95 |
| CCOC(=O)n1cc(-c2nonc2-c2cn(C)c3ccccc23)c2ccccc21 | 54 | 34 | 56 | 40 | 46 | 22 | 42 | 22 |
| O=C(Nc1ccc(Cl)c(Cl)c1)Nc1ccccc1O | . | 89 | 80 | 37 | 74 | 37 | 70 | 58 |
| CC(=O)N1CCN(CCNC(=O)n2cc(-c3ccncc3)c(-c3ccc(O)c(Cl)c3)n2)CC1 | . | 106 | 133 | 100 | 107 | 96 | 109 | 70 |
| CCCOC(=O)C1c2cc3c(cc2CC(C)C1C(=O)OCCC)OCO3 (stereo not drawn) | 70 | 95 | . | 93 | 92 | . | 65 | 100 |
| NC1=NC(=O)NC1(c1ccccc1)c1ccccc1 | 85 | 96 | 111 | 93 | 96 | 86 | 91 | 99 |
| CC(O)CN1CC(O)=C(c2nc3ccccc3s2)C1=N (stereo not drawn) | 88 | 95 | 108 | 116 | 105 | 97 | 211 | 114 |
| OC1(c2cn(-c3ncc(-c4ccc(C(F)(F)F)cc4)c(NC4CCCCCC4)n3)nn2)c2ccccc2-c2ccccc21 | . | 92 | . | 67 | 74 | 88 | 96 | 98 |
| CS(=O)(=O)NN | 118 | 104 | 127 | 93 | 105 | 94 | 110 | 109 |
| CC1=CC2C(C(O)CC3(C)C2CC(C)C32OCOC23COCO3)C2(C)C/C(=C/O)C(=O)C=C12 (stereo not drawn) | 94 | . | 49 | 42 | 44 | -3.0* | -61* | 19 |
| Nc1cc(Br)c(-c2nn3c(CCC(=O)c4nc5ccccc5[nH]4)nnc3s2)c(Br)c1 | 73 | 103 | 95 | 101 | 92 | . | 93 | 98 |
| COC(=O)C1=C(O)C(=O)C(C(=O)OC)N1Cl (stereo not drawn) | . | 104 | 96 | 101 | 100 | 104 | 95 | 105 |
| O=C(NC1CCCCC1)/C(=C\c1ccc(/C=C(/NC(=O)c2ccccc2)C(=O)NC2CCCCC2)cc1)NC(=O)c1ccccc1 | 93 | 103 | 101 | 104 | 107 | 97 | 95 | 92 |
| O=C1c2ccccc2C(=O)c2c1ccc1c(=O)n(-c3ccccc3C(F)(F)F)nnc21 | 37 | 24 | 36 | 13 | -94* | 15 | -5.7* | 5.1* |
| Cc1ccc(S(=O)(=O)Oc2ccc(-c3cnc4ccccc4n3)cc2)cc1 | . | 114 | 99 | 96 | 85 | 96 | 100 | 123 |
| CC(C)n1c2ccc(Br)cc2c2c3c(c4c5ccccc5ccc4c21)C(=O)NC3=O | 117 | 95 | 86 | 98 | 91 | 90 | 106 | 93 |
| CC1=C(C#N)c2nc3cccnc3c(=O)n2[C@]1(C)O | 93 | 87 | 104 | 105 | 104 | 102 | 98 | 102 |
| COc1ccc(Br)cc1OC | 102 | 113 | 103 | 93 | 104 | 98 | 99 | 102 |
| CCCCC1COc2cccc3c2N1C=C/C3=C\C(=O)N(Cc1ccccc1)c1ccc(OC)cc1 (stereo not drawn) | 51 | 101 | 101 | 85 | 97 | 54 | 97 | 96 |
| O=C1Nc2cc(OC(F)(F)F)ccc2Oc2ccc(-c3ccnc(N4CCNCC4)c3)cc21 | -0.7* | 22 | 41 | 9.4* | -85* | -6.2* | -86* | -90* |
| Cc1ccc2c(OCC(=O)N/N=C/c3ccc(Cl)cc3)cc(=O)[nH]c2c1 | 96 | 96 | 100 | 111 | 102 | 106 | 99 | 100 |
| CCCCOCCOCCOCc1cc2c(cc1Br)OCO2 | 85 | 93 | 104 | 91 | 98 | 100 | 106 | 110 |
| NC(=O)NC(=O)NC(N)=O | 61 | 95 | 104 | 100 | 106 | 99 | 98 | 99 |

(more compounds)
Screens in order: HOP-92	HOP-62	EKVX	A549/ATCC	SK-MEL-5	CCRF-CEM	LOX IMVI	M14
COc1ccc(CCNC(=O)C(=O)C(Cc2ccccc2)NC(=O)c2[nH]c3ccccc3c(=O)c2C)cc1 (stereo not drawn)
    96	105	85	101	97	107	88	102
O=C(Nc1cccnc1Nc1ccccc1)c1cn(Cc2ccc(F)cc2)nn1
    103	111	90	109	92	106	101	109
N#Cc1ncoc1N1CCN(c2ccc(F)cc2)CC1
    121	113	96	97	108	102	102	105
O=C(CCCCCCN1CC(=O)N2[C@@H](c3ccccc3)c3[nH]c4ccccc4c3C[C@H]2C1=O)NO
    58	58	84	96	42	24	31	50
C=C1C(=O)O[C@H]2[C@H]1CC/C(COC(=O)/C=C\C(=O)NCc1ccc(Cn3c(=O)sn(-c4ccc(Cl)cc4)c3=O)cc1)=C\CC[C@@]1(C)O[C@@H]21
    -67*	-35*	-75*	-44*	.	-23*	-85*	.
C=C1[C@]2(C(=O)OC)C=C(C)C(O)[C@@]1(C)CC1[C@@]3(C)CC[C@H](O)C(C)(C)C3CC[C@]12C (stereo partly drawn)
    93	109	107	91	97	97	97	108
COc1cc2c3c(n(CCCN4CCN(CCCn5c6c(c7cc(OC)c(OC)cc7c5=O)C(=O)c5cc7c(cc5-6)OCO7)CC4)c(=O)c2cc1OC)-c1cc2c(cc1C3=O)OCO2
    111	86	103	92	103	63	97	97
CC(=O)C1=C(C)NC(C)=C(C(C)=O)C1C
    80	110	92	93	119	101	96	110
CCOC(=O)c1c(C)c(C(=O)OCC)n(C)c1C
    .	74	75	92	126	85	103	112
COc1ccc(-c2nnc3c(/C=C/c4ccc(Br)cc4)nc4ccccc4n23)cc1
    36	104	54	76	49	8.2*	-88*	-20*
OC(c1ccccc1)(c1ccccc1)C(F)(F)C(F)(F)C(F)(F)F
    100	105	97	103	107	127	95	.
COc1ccc(/C=C2\CCc3ccccc3C2=O)cc1
    84	86	.	77	99	.	77	99
c1ccc2c(c1)nnn2Cn1nnc2ccccc21
    108	89	106	106	96	99	99	109
COc1ccc(Cl)cc1Nc1nc(C(F)(F)F)ccc1C(=O)N/N=C/c1ccc(N(C)C)cc1
    85	74	121	97	96	-18*	95	81
CCOC(=O)Oc1ccc(Cl)cc1
    .	96	.	98	98	99	101	99

Among those listed so far, three have a cyano group.
Screens in order: HOP-92	HOP-62	EKVX	A549/ATCC	SK-MEL-5	CCRF-CEM	LOX IMVI	M14
CC(C(=O)O)N(CCC#N)CCC#N (stereo not drawn)
    114	104	.	99	102	106	109	102
CC1=C(C#N)c2nc3cccnc3c(=O)n2[C@]1(C)O
    93	87	104	105	104	102	98	102
N#Cc1ncoc1N1CCN(c2ccc(F)cc2)CC1
    121	113	96	97	108	102	102	105
